BAZ2B inh – blocks human BAZ2B; AID 504333; Q9UIF8; Potency, µM (highest dose often 114 µM), inactives show at the highest dose activity change, negative = inhibition, most hits filed as inhibitors; AlphaScreen BAZ2B-H3K14Ac peptide displacement; 360,000 compounds, 4.4% hits; further: potency means the concentration at half of the fitted maximal effect; on the % scale 0 is the no-effect control and ±100 the full control effect; nearly all actives have a fitted effect of over 60% in size
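BAZ2B 50 nM plus b-H3(5-23)K14Ac 50 nM, PBS pH 7.4/0.01% Tween-20, 30 min RT; compound added (max 110 uM), 30 min RT; streptavidin donor/Ni-chelate acceptor beads 10 ug/mL final, 20 min dark; AlphaScreen read.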
GLS inh – inhibitors of human glutaminase (GLS) | O94925 | GLS enzymatic activity, qHTS titration | Potency, µM (doses to about 45.5 µM), inactives show at the highest dose activity change, negative = inhibition, hits mostly inhibitors | 410,000 compounds, 0.21% hits; further: potency means the concentration at half of the fitted maximal effect; on the % scale 0 is the no-effect control and ±100 the full control effect
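Coupled fluorescence readout: glutamate oxidase/HRP/Amplex Red detect glutamate formed by hKGA from L-glutamine (1 mM solution added). Buffer 45 mM KH2PO4 pH 8.2, 0.02% Tween-20; reads at t0 and 30 min RT.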
RGS4 inh – blocks human RGS4-accelerated GTP hydrolysis; 390,000 compounds, 0.039% hits; AID 504845; P49798; Transcreener GDP fluorescence polarization, RGS4-accelerated GTP hydrolysis; Potency, µM (titrated, usually from 114 µM), without a hit: at the top dose activity change, negative = inhibition, usual class: inhibitors; further: potency means the concentration at half of the fitted maximal effect; on the % scale 0 is the no-effect control and ±100 the full control effect; nearly all actives have a fitted effect of over 75% in size; some results filed as inactive show a strong effect at the top dose
Target sequence (P49798 whole entry, looked up): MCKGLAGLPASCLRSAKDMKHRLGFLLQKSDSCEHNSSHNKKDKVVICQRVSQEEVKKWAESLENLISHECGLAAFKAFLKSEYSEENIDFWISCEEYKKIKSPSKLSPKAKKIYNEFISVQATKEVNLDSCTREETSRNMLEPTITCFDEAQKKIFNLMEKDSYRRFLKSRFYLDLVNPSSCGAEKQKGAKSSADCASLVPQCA
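MLSMR compounds (23 nl, pin-transferred) preincubated 10 min at room temperature with a 500nM (2x) first reagent, then RGS4 at 900nM (2x) plus Transcreener GDP mix added; fluorescence polarization (620/688 nm) read before and after 90 min at 30 °C.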
12-LOX inh – blocks human arachidonate 12S-lipoxygenase. P18054. purified 12hLO, xylenol orange hydroperoxide absorbance. Potency, µM (highest dose often 108 µM), without a hit: at the highest dose activity change, negative = inhibition, usual class: inhibitors. 580,000 compounds, 1.1% hits. AID 1671190; further: potency means the concentration at half of the fitted maximal effect; on the % scale 0 is the no-effect control and ±100 the full control effect
Target sequence (P18054 whole entry, looked up): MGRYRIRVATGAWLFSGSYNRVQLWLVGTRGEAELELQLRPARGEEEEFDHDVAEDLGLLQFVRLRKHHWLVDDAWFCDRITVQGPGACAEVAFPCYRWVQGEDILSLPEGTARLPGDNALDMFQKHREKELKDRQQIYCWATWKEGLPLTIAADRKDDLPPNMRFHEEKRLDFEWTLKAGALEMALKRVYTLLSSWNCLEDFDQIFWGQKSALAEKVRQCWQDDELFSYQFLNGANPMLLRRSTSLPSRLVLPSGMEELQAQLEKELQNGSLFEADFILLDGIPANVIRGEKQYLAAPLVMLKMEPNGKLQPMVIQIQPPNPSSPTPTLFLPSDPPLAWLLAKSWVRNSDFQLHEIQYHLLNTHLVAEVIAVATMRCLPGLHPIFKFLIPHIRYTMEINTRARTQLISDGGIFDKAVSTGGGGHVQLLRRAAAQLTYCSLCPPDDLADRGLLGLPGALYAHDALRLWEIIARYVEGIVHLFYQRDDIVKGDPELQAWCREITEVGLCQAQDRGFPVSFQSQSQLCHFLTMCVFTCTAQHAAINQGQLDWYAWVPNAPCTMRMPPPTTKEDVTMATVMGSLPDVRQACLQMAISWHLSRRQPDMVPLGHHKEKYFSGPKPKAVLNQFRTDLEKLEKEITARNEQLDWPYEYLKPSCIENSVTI
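Purified human 12hLO (150 nM final) in 25 mM Hepes, 0.01% Triton X-100, pH 7.0 was preincubated 15 min at room temperature with compound. Then 40 uM arachidonic acid was added, 30 min. Hydroperoxide was read by Fe-XO absorbance ratio 573/405 nm.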
PI4K2A inh – PI4K2A (human) kinase inhibition; Q9BTU6; purified PI4K2A, ADP-Glo luminescence, 1 h; hits give low values; activity change, negative = inhibition, % at 76.9 µM; 420,000 compounds, 0.13% hits; AID 1346378; in the data active means activity change below about -50%; inconclusive means mostly about -30% to -49%;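 further: -100% = wells without enzyme as full effect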
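PI4K2A activity was measured by ADP-Glo luminescence: enzyme (4 ug/mL stock) and phosphatidylinositol (1.2 mM stock) in Tris pH 7.5/MgCl2/EGTA/Triton X-100 buffer were reacted with ATP (300 microM stock) for one hour at ambient temperature.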
ERG-DNA inh – inhibitors of human ERG Ets domain-DNA interaction; 370,000 compounds, 0.028% hits; fluorescence polarization, His-ERG Ets domain / labelled DNA; AID 624246; Potency, µM (series often up to 76.9 µM), without a hit: top-dose FP activity, negative = inhibition, usual class: inhibitors; P11308; active means well fitted inhibition curve with a large enough effect in the polarisation, with a control signal flat; inconclusive means small, poorly fitted or top-dose-only effect, or effect the other way, or a change in a side signal; inactive means no such curve, though single readings can be large or run the other way; the % refers to the polarisation;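 further: polarization taken with two DNA probes labelled with fluorescein and Texas red; potency means the concentration at half of the fitted maximal effect; % of control where 0% means no effect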
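His-tagged ERG Ets domain (1 uM in the protein solution; 300mM KCl, 50mM Tris-HCl, 1mM EDTA, 1mM DTT, pH 7.5) received compound, then a probe mix of 5 nM fluorescein-DNA and 100nM Texas-615-DNA. Fluorescence polarization was read for both dyes.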
JMJD2A Tudor inh – JMJD2A Tudor domain (human) inhibition; O75164; AlphaScreen JMJD2A-Tudor / H3K4me3 peptide binding; 390,000 compounds, 4.4% hits; Potency, µM (titrated, usually from 114 µM), for the others: top-dose activity change, negative = inhibition, usual class: inhibitors; further: potency means the concentration at half of the fitted maximal effect; on the % scale 0 is the no-effect control and ±100 the full control effect; nearly all actives have a fitted effect of over 50% in size
HP1b binding inh – inhibitors of HP1-beta chromodomain binding to methylated histone tails; P83916; AlphaScreen HP1-beta / biotin-H3K9me3 peptide binding; Potency, µM (top dose mostly 114 µM), for the others: top-dose activity change, negative = inhibition, hits mostly inhibitors; 390,000 compounds, 0.56% hits; further: potency means the concentration at half of the fitted maximal effect; nearly all actives have a fitted effect of over 70% in size; inactives centre near 23
Target sequence (P83916 whole entry, looked up): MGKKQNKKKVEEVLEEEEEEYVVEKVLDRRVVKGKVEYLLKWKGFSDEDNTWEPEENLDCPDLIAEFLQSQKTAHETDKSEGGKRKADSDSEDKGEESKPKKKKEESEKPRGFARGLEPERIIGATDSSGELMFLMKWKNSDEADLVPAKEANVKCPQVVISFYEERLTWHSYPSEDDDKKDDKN
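Compound inhibition of the preformed complex between 50 nM HP1-beta and 50 nM biotinylated H3K9me3 peptide was read by AlphaScreen. Buffer was PBS pH 7.4 with 0.01% Tween-20. Incubations ran 30 min at room temperature, with 10 ug/mL donor/acceptor beads.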
G9a block – G9a (human) methyltransferase inhibition | Q96KQ7 | G9a H3K9 monomethylation, AlphaScreen, 2 h | Potency, µM (doses to about 102 µM), without a hit: at the highest dose activity, negative = inhibition, actives largely listed as inhibitors | 350,000 compounds, 8.8% hits | AID 504332; further: potency means the concentration at half of the fitted maximal effect; on the % scale 0 is the no-effect control and ±100 the full control effect; nearly all actives have a fitted effect of over 75% in size
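Enzyme 20 nM + cpd, 15 min RT; add b-H3K9 pep 500 nM / SAM 20 uM; 2 h RT; anti-H3K9me1 Ab 0.5 ug/mL + SA donor / anti-rabbit acceptor beads 20 ug/mL each, 10 min; AlphaScreen read.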
* marks the source's active call; other numbers are inactive results; ? = inconclusive; . = no result given; & = joins results of further samples; [ ] = dose if it differs, or a comment. Unless noted, the call rests on the fitted dose curve; in most records, active means well fitted curve in the direction sought with a large enough effect; inconclusive means small, poorly fitted or top-dose-only effect, or another doubt; inactive means no such curve, though single readings can be large; an effect the other way counts as inactive or inconclusive. The list is partial; count on the stated rates, not on these rows.

mol | BAZ2B inh | GLS inh | RGS4 inh | 12-LOX inh | PI4K2A inh | ERG-DNA inh | JMJD2A Tudor inh | HP1b binding inh | G9a block
Cc1ccc(C(=O)CSc2nnc(CNc3nc(-c4ccccc4)cs3)n2C)cc1 | ? | -10% | -16%[11.4 µM] | -9% | -4 | -17% | -28%[11.4 µM] | 18% | 35µM*
O=[N+]([O-])c1cccc(S(=O)(=O)Nc2cccc(-c3ccc(N4CCOCC4)nn3)c2)c1 | -9% | -10% | -42% | -25% | -3 | -3% | -16% | 11% | 10µM*
Cc1ccc(NC(=O)Cn2c(-c3nonc3N)nc3ccccc32)cc1Cl | -3% | 1% | -7% | 0%&-4% | -1 | -7% | -12% | 41%[activator] | 0%[59 µM]
COc1cccc(CNC(=O)C(=O)NCC(c2ccco2)S(=O)(=O)c2cccs2)c1 (stereo unspecified) | 0% | 8% | -35% | -24% | 0 | 2% | -10% | 35% | 2%[59 µM]
OC(CCN1CCOCC1)c1ccccc1 (stereo unspecified) | -4% | -3% | 2%[56.9 µM] | -1% | 5 | -1% | -15% | 63%[activator] | 11%[59 µM]
CCCn1c(N)c(C(=S)NC(=O)C2CC2)c(=O)n(C)c1=O | -5% | -4% | -13% | . | 1 | -14% | -21% | 15% | 52%[activator][59 µM]
O=C(Cc1ccc(Cl)cc1)NCC(=O)N1CCCC1 | -1% | 1% | -15% | 481%[activator] | 3 | 8% | -17% | 20% | 7%[12.7 µM]
COc1ccc(OCCSc2nnc(CCNC(=O)c3ccc(OC)cc3)n2C)cc1 | 9% | 0% | 24% | 6% | 10 | -6% | -10% | 5% | 0%[59 µM]
O=c1[nH]cc(NCCc2ccccc2)c(=O)[nH]1 | 1% | 0% | -31% | 2% | -4 | 0% | 4% | 38% | ?
CCOC(=O)Cc1c(C)nc2c(-c3ccccc3)c(C)[nH]n2c1=O | 30% | 0% | 15% | 6% | 8 | -8% | -25% | 17% | .
Cc1cccc(N(CC(O)CN2CCOCC2)S(=O)(=O)c2ccccc2)c1 (stereo unspecified) | -11% | 4% | 15% | -6% | -3 | 4% | -8% | 27% | -9%
O=C(CSc1cc(Cl)ccc1Cl)Nc1ccc(N2CCOCC2)cc1 | ? | 22% | -12% | ? | 0 | -11% | -19% | 4% | ?
CCc1nn2c(=O)cc(COC(=O)c3cccc(NC(=O)COc4ccccc4F)c3)nc2s1 | -11% | -12% | -37% | ? | -12 | -1% | -5% | 18% | 1%[59 µM]
CC(C)C(NC(=O)c1ccccc1)C(=O)NCCc1ccccc1 (stereo unspecified) | -4% | -2% | 2% | -4% | 2 | -1% | 2% | 42%[activator] | 3%
O=C(CSCc1c(Cl)cccc1Cl)NN1C(=O)c2ccccc2C1=O | ? | -5% | -16% | -13% | -1 | -1% | -13% | 41%[activator] | -11%[2.33 µM]
O=C(O)c1nnn(-c2cc(C(F)(F)F)cc(C(F)(F)F)c2)c1-c1ccccc1 | -3% | -18% | 3% | -21% | 2 | 2% | -14% | 32% | 5%
COc1cc(NC(=O)CSCc2cnn(-c3ccccc3)c2-n2cccc2)cc(OC)c1 | -33% | -18% | -21% | 2% | 3 | -10% | -22% | 5% | ?
COc1ccc(CNC(=O)C2CCN(c3cc(C(=O)Nc4cccc(OC)c4)ccn3)CC2)cc1 | -26% | -15% | 16% | 1% | 7 | 3% | -10% | 29% | 2%
CC(OC(=O)C1=COCCO1)C(=O)NC(C)c1ccc(Cl)cc1Cl (stereo unspecified) | 31%[activator] | 5% | -7% | 9% | 7 | 3% | 2% | 19% | 20%[0.501 µM]
NC(=O)c1ccc(-n2nnnc2SCc2ccccc2)cc1 | -22% | -1% | -6%[11.4 µM] | -17% | 7 | -1% | 3%[11.4 µM] | -9% | -6%[12.7 µM]

2 of these compounds in a different format.
> Cc1ccc(NC(=O)Cn2c(-c3nonc3N)nc3ccccc32)cc1Cl
  BAZ2B inh: -3%; GLS inh: 1%; RGS4 inh: -7%; 12-LOX inh: 0%&-4%; PI4K2A inh: -1; ERG-DNA inh: -7%; JMJD2A Tudor inh: -12%; HP1b binding inh: 41%[activator]; G9a block: 0%[59 µM]

> COc1cccc(CNC(=O)C(=O)NCC(c2ccco2)S(=O)(=O)c2cccs2)c1 (stereo unspecified)
  BAZ2B inh: 0%; GLS inh: 8%; RGS4 inh: -35%; 12-LOX inh: -24%; PI4K2A inh: 0; ERG-DNA inh: 2%; JMJD2A Tudor inh: -10%; HP1b binding inh: 35%; G9a block: 2%[59 µM]

Next section
mol | BAZ2B inh | GLS inh | RGS4 inh | 12-LOX inh | PI4K2A inh | ERG-DNA inh | JMJD2A Tudor inh | HP1b binding inh | G9a block
CCSCC1COC(c2cccn2Cc2ccc(C)cc2)=N1 (stereo unspecified) | -4%[57.1 µM] | -1% | -37% | -12% | 3 | 5% | -35% | 15% | 8%[12.7 µM]
Cc1cccc(C(=O)NCC(=O)N2CCN(S(=O)(=O)c3ccccc3)CC2)c1 | 11% | 6% | -9% | 1% | 3 | 2% | 3% | 22% | -23%
CCOCc1nnc(NC(=O)CCc2ccccc2)s1 | -3% | 0% | -29% | 13%[57.4 µM] | -2 | 1% | 4% | -7% | -5%[59 µM]
Cc1ccc2c(c1)C(c1ccccc1)N(C(=O)c1ccc(Br)o1)CC(=O)N2 (stereo unspecified) | ? | 6% | -13% | ? | 1 | -9% | ? | -1% | 40µM*
Cc1cc(C)n(-c2ccc(C(=O)Nc3cccnc3)cc2)n1 | 0% | 6% | -14% | -105% | -1 | 27% | 11% | 18% | .
CC1=CCC(C(=O)O)(C(=O)N/N=C/c2cccnc2)C(c2ccccc2)C1 (stereo unspecified) | -12% | 9% | 13% | 19% | 0 | -9% | 2%[11.4 µM] | 37%[activator] | -3%
CCOC(=O)Cn1c(=O)c2c(nc3n2CCN3Cc2ccccc2)n(C)c1=O | -3% | 1% | -9% | 77%[activator] | 3 | -2% | -2% | 23% | -4%
Cc1ccc(-c2nc3c4ccccc4[nH]c(=O)n3n2)cc1 | 2% | -4% | 9% | ? | -1 | 0% | -30% | 50%[activator] | -32%[59 µM]
Cc1ccc(S(=O)(=O)N2CCN(CC(=O)Nc3ccc([N+](=O)[O-])cc3)CC2)cc1C | -14% | 13% | 6% | -12% | 2 | . | -24% | ? | 18%[59 µM]
COc1cc(/C=N/NC(=O)c2ccc(CN(C)S(=O)(=O)c3ccc(C)cc3)cc2)ccc1O | -14% | 4% | -24% | -4% | 3 | -10% | -5%[57.1 µM] | 15% | 17%
CCC(Cc1ccccc1)NS(=O)(=O)c1c(C)nc2scc(C)n2c1=O (stereo unspecified) | 13% | 1% | -26% | 5% | -1 | 8% | -15% | 32%[activator] | -55%
Cc1ccc(CNC(=O)c2nnc(Cc3cccc(F)c3)o2)cc1 | 104%[activator] | -17% | -7% | -16% | 0 | 2% | 86%[activator] | 82%[activator] | 74%[activator][59 µM]
CNC(=O)c1ccc(NC(=O)c2ccc3c(=O)n4c(nc3c2)CCC4)cc1 | -33% | 2% | -34% | 25% | -6 | -9% | -30% | 17% | ?
COC(C/C=C\[C@@H](O)[C@@H](C)OCc1ccccc1)OC | . | -1% | 4% | -3% | 3 | 0% | -19% | 19% | .
CCOc1ccc(C(=O)Nc2cc3c(cc2N2CCCC2)n(C)c(=O)c(=O)n3C)cc1OCC | -33% | -2% | -14% | -6% | -12 | 9% | -12% | 25% | ?
COCCN1C(=O)c2ccc(C(=O)NCc3ccco3)cc2C1=O | -18% | 6% | 19% | -6% | 0 | 5% | -14% | 32% | 15%
COc1cccc(/C=N/NC(=O)c2csc(-n3nc(C)cc3C(F)(F)F)n2)c1 | 7% | 2% | -2% | -6% | 6 | -10% | -12% | 13% | -6%
Cc1ccc(NC(=O)C2=COCCO2)cc1S(=O)(=O)N1CCOCC1 | -2% | 1% | 0% | -7% | 0 | . | 1% | 19% | 18%[12.7 µM]
CCn1c(SCC(=O)N2CCN(c3ccccc3)CC2)nc2c([nH]c3ccccc32)c1=O | -3% | 8% | 6% | 0% | 1 | -1% | 3% | 26% | -5%
COc1ccc(C(C2C(=O)CC(C)(C)CC2=O)C2C(=O)CC(C)(C)CC2=O)cc1 | -16% | 26% | ? | ? | -7 | 4% | -17% | 58%[activator] | 45µM*
O=C(CN1CC[n+]2c(-c3ccccc3)csc21)c1ccc(Br)cc1 | -13% | 0% | 14% | ? | -11 | 3% | -19% | 43%[activator] | -15%
N#Cc1cccc(NC(=O)CSc2nnc(C3CC3)n2C2CC2)c1 | 4% | -5% | -18% | 328%[activator] | 0 | -7% | -9% | 53%[activator] | 11%[12.7 µM]

Screens (PubChem)
